OX1R antag-1: OX1R (human) antagonism; O43613; OX1R-expressing cells, FRET antagonist read-out; inhibition, % at 6.6 µM; hit rate 1.8% among 330,000; AID 485270; in the data active = inhibition mostly above about 38%, no sharp cut-off; inactive = mostly below about 40%;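 also: 0% = agonist challenge alone and 100% = reference antagonist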
Target sequence (O43613 whole entry, looked up): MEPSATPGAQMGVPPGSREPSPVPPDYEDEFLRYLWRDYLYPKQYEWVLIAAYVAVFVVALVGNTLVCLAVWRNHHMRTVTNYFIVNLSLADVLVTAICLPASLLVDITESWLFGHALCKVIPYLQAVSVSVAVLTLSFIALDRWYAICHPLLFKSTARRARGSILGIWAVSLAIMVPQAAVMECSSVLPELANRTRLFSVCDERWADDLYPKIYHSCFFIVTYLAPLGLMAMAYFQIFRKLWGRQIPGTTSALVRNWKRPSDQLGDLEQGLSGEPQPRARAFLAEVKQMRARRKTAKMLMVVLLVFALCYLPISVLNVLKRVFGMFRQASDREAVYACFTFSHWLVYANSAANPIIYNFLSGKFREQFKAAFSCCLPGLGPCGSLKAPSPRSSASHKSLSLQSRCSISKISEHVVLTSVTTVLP
OX1R antag-2: blocks the human orexin 1 receptor; inhibition, % at 5 µM; AID 434989; hit rate 0.43% among 330,000; CHO/OX1R cells, Fluo-8 calcium fluorescence, orexin A; O43613;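 active = inhibition above its plate's threshold, mean inhibition of all tested compounds on the plate plus 3 SD, cut at about 37% in these data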;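 also: 0% = orexin A challenge wells and 100% = SB-334867-A antagonist wells; not every result past the cut was called active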
STK33 inh: human STK33 kinase inhibition; purified STK33, MBP phosphorylation, ADP-Glo luminescence; hit rate 0.073% among 320,000; Q9BYT3; inhibition, % at 10 µM;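 active = inhibition at or above 25%, using the most active replicate where run in duplicate; inactive = inhibition below 25%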
Target sequence (Q9BYT3 whole entry, looked up): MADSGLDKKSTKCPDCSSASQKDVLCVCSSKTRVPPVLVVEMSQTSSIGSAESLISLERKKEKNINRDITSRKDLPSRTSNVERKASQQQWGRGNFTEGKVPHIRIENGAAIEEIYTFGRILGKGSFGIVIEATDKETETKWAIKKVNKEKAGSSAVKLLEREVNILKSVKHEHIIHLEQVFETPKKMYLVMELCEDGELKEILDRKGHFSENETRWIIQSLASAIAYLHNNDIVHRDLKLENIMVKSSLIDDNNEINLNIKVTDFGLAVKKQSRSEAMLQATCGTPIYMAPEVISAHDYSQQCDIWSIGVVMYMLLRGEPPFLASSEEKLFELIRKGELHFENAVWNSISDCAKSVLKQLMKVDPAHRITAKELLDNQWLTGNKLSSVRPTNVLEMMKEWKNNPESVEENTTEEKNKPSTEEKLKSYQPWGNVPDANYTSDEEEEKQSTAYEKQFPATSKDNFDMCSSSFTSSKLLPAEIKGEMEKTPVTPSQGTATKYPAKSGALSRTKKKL
Numbers without * were called inactive; / = no result given.

SMILES	OX1R antag-1	OX1R antag-2	STK33 inh
O=c1cc(CO)oc(C(Nc2cccc(C(F)(F)F)c2)c2ccccn2)c1O (stereo not given)	31	-10	4.9
O=C(CCC(=O)N1CCN(Cc2ccccc2)CC1)Nc1nnc(C2CCCCC2)s1	1	-7	-1.6
COC(=O)c1ccc(/C=N/N2CCN(Cc3ccc(C)cc3C)CC2)cc1	4	-30	0.4
CCOC(=O)[C@H]1[C@H]2COc3cc(OC)ccc3[C@@H]2N2C(=O)CN(Cc3ccccc3)C(=O)[C@@]12C	8	-3	-0.3
CCN(CC(=O)Nc1cc(Cl)ccc1C)C(=O)c1ccc(N2CCCC2=O)cc1	8	-25	-0.4
C=CCN1N=C(c2ccc(Cl)s2)CSC1=O	21	-19	-3.4
CC1=C(C(=O)c2ccccc2)C(c2ccc(O)cc2)NC(=S)N1 (stereo not given)	14	-1	-0.8
CN(CCS(=O)(=O)c1ccc(Cl)cc1)Cc1cccnc1	10	-10	0.6
CCN(CC)S(=O)(=O)c1ccc(C(=O)OCCN2C(=O)CCC2=O)cc1	9	-20	-2.6
CC(=O)c1cccc(NC(=O)CCS(=O)(=O)c2ccc(Br)s2)c1	6	-21	-0.1
O=C(CSc1nnc(Cn2c(=O)sc3ccccc32)n1CCc1ccccc1)N1CCOCC1	5	-27	-1.8
Cc1ccc(C)c(NC(=O)C2CCC(C)(C(=O)O)C2(C)C)c1 (stereo not given)	10	1	-1.7
CSC1=N/C(=C\c2cccc(F)c2)C(=O)S1	9	-12	-1.5
CC(C)Sc1nc(-c2ccccc2)cc(=O)[nH]1	9	-35	0.6
Cc1cccc(NC(=O)CSCc2nc3c(nnn3Cc3ccc(F)cc3)c(=O)[nH]2)c1C	10	-2	-1.1
CCOC(=O)Nc1cc(C(=O)OC)cc(C(=O)OC)c1	19	-9	2.3
COc1cc(C)c(C(C)C)cc1S(=O)(=O)n1ccnc1	4	-23	-1.7
Cc1cc(C(=O)Nc2cccc(S(=O)(=O)N3CCCC3)c2)c2ccccc2n1	-2	-18	/
CCOc1cc(OCC)cc(C(=O)O)c1	11	-6	0.5
Cc1cc(NC(=O)COC(=O)c2ccccc2S(=O)(=O)N(C)c2ccccc2)no1	8	-21	-1.5
NC1=NC(=O)C(Cc2ccc(F)cc2)S1 (stereo not given)	27	-9	-0.7
O=C1CCCC/C=C\C[C@H](CC(=O)N(CCO)Cc2ccccc2)C(=O)N[C@@H](c2ccccc2)CO1	18	-30	0.8
CCCCCOc1ccc2oc(=O)c3c(c2c1)CCCN3C(=O)CN1CCCC(C(=O)OCC)C1 (stereo not given)	-4	-29	0.4
COc1cccc(NC(=O)c2c(C)cc(C)cc2CC(C)(C)C(=O)O)c1	3	9	-0.8
CC(Sc1nnc(COc2ccc(Cl)cc2)n1-c1ccccc1)C(=O)O (stereo not given)	13	0	-1.4
Oc1ccccc1N=Cc1ccc[nH]1	45	-9	-1.0
O=C(c1cccnc1)N1CCN(c2c(Cl)cccc2[N+](=O)[O-])CC1	37	-35	-0.6
CCCN1CCC(NC(=O)Nc2cc(Cl)ccc2OC)CC1	16	-7	-1.2
CC1CCN(c2ccc(NC(=O)c3ccccc3[N+](=O)[O-])cc2)CC1	16	-21	-0.6
COc1ccccc1-c1nc2n(n1)C(c1cccs1)C(C(=O)Nc1cccnc1)=C(C)N2 (stereo not given)	10	-11	-1.9
CC(=O)Cc1nsc(Nc2cccc(C)c2)n1	0	-10	0.6
O=C(COC(=O)c1ccc(-c2ccccc2)cc1)Nc1ccccc1-c1ccccc1	8	-10	-0.1
CCOC(=O)c1ccc(NC(=O)CCNS(=O)(=O)c2ccc3c(c2)oc(=O)n3C)cc1	2	-5	2.3
O=C(Nc1c2c(nc3ccccc13)CCCC2)c1ccccc1Cl	23	-36	-0.4
CN(Cc1ccc(OC(F)F)cc1)C(=O)c1ccccc1Sc1ccccc1C#N	-3	-4	-0.7
C=CCn1c(SCC(=O)NC(=O)NCC(C)C)nnc1C1CCCCC1	14	-5	-0.6
O=C(O)c1cccc(N2C(=O)c3ccc4c5c(ccc(c35)C2=O)C(=O)N(c2cccc(C(=O)O)c2)C4=O)c1	74*	-8	-0.4
CCC[N+](CC#CCO)(CC#Cc1ccccc1)CCC	8	11	-0.4
COc1cc(NC(=O)CSCc2ccccc2)c(C(=O)O)cc1OC	6	-13	-0.4
CS(=O)(=O)c1ccc2nc(NC(=O)c3ccc(S(=O)(=O)NCC4CCCO4)cc3)sc2c1 (stereo not given)	10	-23	1.2
Cn1c(=O)c(C(=O)c2ccc(S(C)(=O)=O)c(Cl)c2Cl)c(O)c2ccccc21	2	-8	-2.4
COc1cc(S(=O)(=O)n2nc(C)cc2C)ccc1Cl	4	-17	/
CCCn1c(=O)c2ccccc2n2c(SCCOc3ccc(OC)cc3)nnc12	25	-15	-0.7
O=C(COc1ccc2ccccc2c1)NNC(=O)c1cccs1	11	-14	-0.1
CC(=O)Oc1ccc2occ(/C=N/c3cc(=O)[nH]c(=S)[nH]3)c(=O)c2c1	14	-14	2.6
COc1ccc(C2(c3ccc(OC)cc3)NC(=O)N(CC(=O)NC3(C#N)CCCCC3)C2=O)cc1	0	-13	0.2
Cn1c(Cc2cccc3ccccc23)nnc1SCc1ccc([N+](=O)[O-])cc1	6	-19	-2.0
COc1ccc(CNC(=O)c2cc(=O)c3c(C)cc(C)cc3o2)cc1	16	-15	-1.1
Cc1cccn2c(=O)nc(SCC(=O)N3CCOCC3)nc12	12	0	-2.2
CC(C)(C)c1cc(C(F)(F)F)nc(SCCCNC(=O)c2ccco2)n1	13	2	0.3
(listing goes on)
SMILES	OX1R antag-1	OX1R antag-2	STK33 inh
COc1ccc(NC2CCCN(C(=O)c3cccs3)C2)cc1 (stereo not given)	3	-18	0.1
CCc1ccc(N(CC(=O)NCc2ccco2)C(=O)CCC(=O)Nc2ccccn2)cc1	16	-34	-0.9
CC(Cc1ccccc1)NC(=O)CSc1nc2nc3c(cc2c(=O)n1-c1ccccc1)COC(C)(C)C3 (stereo not given)	7	-26	0.3
Cc1c(C(=O)N2CCOCC2)c(S(=O)(=O)Nc2ccc(Br)cc2F)c(C)n1C	22	-48	-0.3
Cc1cccc(C(=O)N2CCC(=O)N(C(COCc3ccccc3)Cc3ccccc3)CC2)c1 (stereo not given)	15	-30	-0.8
COC(=O)c1cn(NC(=O)c2ccc(F)cc2)c(=O)c2ccccc12	11	-24	-0.6
CC1(C)CC(=O)C=C(NC2=CC3OC(c4ccccc4)OCC3OC2=O)C1 (stereo not given)	32	-9	0.5
CN(C)c1ccc(/C=N/NC(=O)c2ccc(Cn3cc(Br)cn3)o2)cc1	13	-14	-0.9
Cc1ccc(S(=O)(=O)NCc2nc(-c3ccccc3)no2)cc1	3	-12	-0.4
CCN(CC)CCN(C(=O)/C=C/c1cccs1)c1nc2ccc(C)cc2s1	8	-3	-1.6
Cc1[nH]c2ccccc2c1/C=N/NC(=O)c1cccc(Br)c1	32	-8	-1.1
NCc1ccccc1	7	-6	-0.1
CCOC(=O)c1nnn(-c2ccc(OC)cc2)c1N	8	-17	-0.3
C[C@@]12CCC3[C@@](CCC4[C@@]3(C)CCC[C@@]4(C)C(=O)O)(CC1=O)C2 (stereo not given in full)	3	-21	-4.5
CCC(C)Oc1cccc(C(=O)Nc2ccccc2N2CCOCC2)c1 (stereo not given)	19	-35	0.7
CCOC(=O)N1CCC(N(CCN(C)C)C(=S)Nc2cc(C)ccc2C)CC1	-1	-5	-0.9
CN(C)S(=O)(=O)c1ccc(Cl)c(C(=O)NCC2CCCCC2)c1	15	-17	-0.6
O=C(c1cccc(S(=O)(=O)Nc2ccccc2Cl)c1)N1CCN(c2ccccc2O)CC1	14	-3	-0.9
O=C(NCC1CCCO1)C1CCN(S(=O)(=O)c2ccccc2)CC1 (stereo not given)	18	-25	-0.4
Cc1ccc(C(=O)OCC(=O)Nc2cccc(S(=O)(=O)N3CCCCC3)c2)o1	9	-27	-1.4
CCCc1c(O)nc(SCC(=O)O)[nH]c1=O	11	-14	-1.3
COc1ccc(/C=C2\CCc3ccccc3C2=O)cc1CN1CCOCC1	17	-46	3.3
COc1ccccc1CNS(=O)(=O)c1ccc(Cl)s1	27	-7	-0.3
CCCN(C(=O)c1ccco1)c1nnc(-c2ccccc2C)s1	10	-30	-0.5
Cc1nc2ccccc2n1CC(=O)NN	17	-16	-0.2
O=C(O)C1CC=CCC1C(=O)N1CCN(c2nc(-c3ccccc3Cl)c3cc(Br)ccc3n2)CC1 (stereo not given)	8	-17	-1.1
O=C1CC(c2nc3ccccc3[nH]2)CN1c1cccc(C(F)(F)F)c1 (stereo not given)	16	-24	1.3
CC(=O)Cn1cnc2sc(-c3ccccc3)cc2c1=O	17	-19	-0.9
O=C(NNC(=O)c1ccc(-n2cncn2)c([N+](=O)[O-])c1)c1cccc(Cl)c1	32	-10	-0.6
Cc1cc(C)cc(-n2ncc3c2CCCC3NC(=O)c2csnn2)c1 (stereo not given)	36	-25	-0.9
Cc1cccc2c1cnn2C(=O)CCC(=O)N1CCC(C)CC1	8	-31	-1.2
COc1ccc(NC(=O)CS(=O)c2cccc(Cl)c2)cc1 (stereo not given)	4	-5	-2.4
N/C(=N\OC(=O)Cc1ccc(Cl)cc1)c1cccnc1	11	-20	-3.1
COC/C=C/C1=CC2=CC(=O)C(C)(OC(=O)c3cnc4ccccc4n3)C(=O)C2=CN1CCc1c[nH]c2ccccc12 (stereo not given)	33	-21	-0.1
O=C(c1ccoc1)N1CCCC(N2CCN(c3ccc(F)cc3)CC2)C1 (stereo not given)	13	-12	0.2
Cc1cc2c3c([nH]c2cc1S(=O)(=O)NCc1ccc(CN2CCCCCC2)o1)CC(C)(C)CC3=O	11	-16	0.2
Cc1ccc(S(=O)(=O)N(CC(=O)Nc2ccccc2)C(=O)N2CCN(C)CC2)cc1	18	-13	0.1
Cc1nn(CC(=O)NCCCc2ccccc2)c(=O)c2cc3occc3n12	2	-24	-0.2
COc1ccc(NC(=O)c2ccc(S(=O)(=O)N3CCOCC3)o2)cc1	4	-5	1.0
CCC1CCCCN1C(=O)CSc1nnc(-c2cccs2)o1 (stereo not given)	9	-32	-2.6
O=C(CCC(=O)N1CCCCCC1)NCc1ccc(F)cc1	34	2	0.6
COc1nc(Nc2ccc(O)cc2)nc(OC(C(F)(F)F)C(F)(F)F)n1	17	-13	0.7
Cc1cccc(OCCCC(=O)NCc2ccco2)c1	16	1	-1.4
O=C(NCCc1ccc(Cl)cc1)C1CCN(S(=O)(=O)c2cccs2)CC1	6	-7	-0.9
CCN(CC)C(=O)C1CCCN(c2ncnc3c2cnn3-c2ccc(Cl)cc2)C1 (stereo not given)	8	-24	2.7
c1cncc(-c2nn3c(Cn4cnc5ccccc54)nnc3s2)c1	3	-6	-2.8
Cc1sc2ncnc(SCC(=O)NCC3CCCO3)c2c1C (stereo not given)	5	-22	-0.1
O=C(Nc1ccc2c(c1)nc1n2CCSC1)c1ccco1	8	-14	1.0
COC(c1ccccc1)c1nnc(CCC(=O)NCc2cccc(-n3cccn3)c2)o1 (stereo not given)	19	-20	-0.1
COc1ccc2nc(C)cc(SCC(=O)OC(C)C)c2c1	28	-17	-0.3
(cont.)
SMILES	OX1R antag-1	OX1R antag-2	STK33 inh
C=C1N(c2cccc(Cl)c2)C(=O)OC1(C)C	19	-5	-0.4
Cc1cc(N2CCC(N(C)C3CCCC3)CC2)nc2cc(O)ccc12	6	-25	-0.5
CC(C)NS(=O)(=O)c1ccc2c3c(cccc13)CC2	6	-10	-1.0
NNC(=O)CNS(=O)(=O)c1ccc([N+](=O)[O-])cc1	81	-25	-2.0
O=C(CSc1nnc(-c2cccnc2)n1Cc1ccco1)N1CCc2ccccc21	28	-24	-0.1
Cn1c2ccccc2n2c(=O)c(=O)n(CC(=O)N3CCCc4ccccc43)nc12	9	-8	-1.4
O=C(COC(=O)c1c[nH]c(=O)[nH]c1=O)NCc1ccccc1	7	-9	-1.0
CCOc1ccc(CCNC(=O)c2cccnc2N2CCCC2)cc1OCC	26	-21	-0.9
Cc1ncc([N+](=O)[O-])n1S(=O)(=O)c1cc(Cl)ccc1Cl	4	-7	-0.3
Cc1cc(C)c2[nH]c(=O)c(CN(Cc3cccs3)C(=S)NCC3CCCO3)cc2c1 (stereo not given)	12	-33	0.1
O=C(Nc1ccc(Br)cc1)c1cc(-c2cccs2)on1	20	-11	0.3

Screens (PubChem BioAssay)

The order is random; any-hit rate near 2.2%.
